ER stress rescue – rescue of cells from ER stress-induced death, primary screen, 384-well, CSM14.1, thapsigargin, ATP luminescence (AID 1222); 190,000 tested, under 10 active; CSM14.1 thapsigargin-induced death rescue, ATP luminescence; higher % means a stronger effect; cellular ATP content (survival), % at 20 µM, or EC50 in µM where a hit was titrated;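 active = EC50 below 50 µM in the dose-response confirmation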;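 note: death triggered by thapsigargin at about 15 µM added after 2 h compound pretreatment; cell ATP read after overnight thapsigargin exposure of roughly 18 to 22 hours; normalized against plate controls of thapsigargin alone and 5% DMSO vehicle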
P. falciparum M1AAP – P. falciparum M1AAP inhibitors, biochemical, fluorogenic H-Leu-NHMec substrate, 1536-well (AID 1445). recombinant M1AAP, H-Leu-NHMec fluorogenic kinetic assay; higher % means a stronger effect. 220,000 compounds, 0.42% hits. Aminopeptidase N (Plasmodium falciparum (isolate 3D7)). inhibition, % at 30 µM; hits with a dose series show IC50 in µM;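 active = primary inhibition above the hit cutoff, then over 50% inhibition at one or more dose response concentrations, cut at about 23% in these data, passing the limit was not always enough; inconclusive = conflicting primary data, or primary hits not chosen for dose response; inactive = low primary inhibition, or under 50% at every dose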;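 note: plate controls were DMSO full reaction for no effect and no enzyme background for full effect; strong numbers were not always called active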
human PMI inhibitors – human PMI inhibitors, high substrate, primary screen, biochemical, fluorescence intensity, high mannose 6-phosphate (AID 1220). inhibition, % at 20 µM; hits with a dose series show IC50 in µM. recombinant PMI enzyme, coupled fluorescence intensity; higher % means a stronger effect. Mannose-6-phosphate isomerase (Homo sapiens). 190,000 compounds, 0.66% hits; in the data active = inhibition above about 50%
Yfh1-off respiration – enhancers of respiration in Yfh1-depleted yeast, dose response, Friedreich's ataxia, plus single-dose screen (AID 1465); S. cerevisiae Yfh1-off respiration, WST-1 reduction, 72 h; higher fold induction means a stronger effect; fold induction at 50 µM, or EC50 in µM where a hit was titrated; 220,000 compounds, 0.074% hits;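 active = fold induction of absorbance versus untreated yeast above a set limit, then at least 30% activation at any dose in follow-up; inconclusive = repeats straddling the limit, or above it without dose testing; inactive = fold induction below the set limit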;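 note: activators that raise dye reduction in frataxin-depleted yeast; strong numbers were not always called active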
XIAP antagonists – XIAP antagonists, biochemical, IAP family, fluorescence polarization (AID 1018) | XIAP BIR domain, fluorescence polarization peptide displacement; higher % means a stronger effect | 200,000 compounds, 0.007% hits | one-dose displacement, % at 20 µM; IC50 in µM for titrated hits; in the data active = displacement above about 50%; note: a part of the inactive calls stands beside numbers as strong as those of hits
West Nile antiviral – West Nile virus antiviral activity, cell-based, CPE readout (AID 1621) | 290,000 compounds, 0.02% hits | West Nile virus-infected cells, CPE inhibition; higher % means a stronger effect | CPE inhibition, % at 10 µM, or IC50 in µM where a hit was titrated; in the data active = a potency from the dose series; inconclusive = CPE inhibition mostly from about 3.7% at the one dose, without a potency; inactive = the rest, 99 in 100 with CPE inhibition below about 2.2%; note: strong numbers were not always called active
P. falciparum M17LAP – P. falciparum M17LAP inhibitors, primary screen, biochemical, fluorogenic H-Leu-NHMec substrate, 1536-well (AID 1619); Leucine aminopeptidase (Plasmodium falciparum (isolate 3D7)); recombinant M17LAP, H-Leu-NHMec fluorogenic kinetic assay; higher % means a stronger effect; one-dose inhibition, % at 30 µM; IC50 in µM for titrated hits; 220,000 compounds, 0.38% hits;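 active = compound inhibiting the enzyme by more than half at any dose during confirmatory dose-response retesting; inconclusive = strong single-dose inhibitors picked by rank but not retested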;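 note: plate controls were full reaction with DMSO carrier for no effect and no enzyme background for full effect; strong numbers were not always called active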
PhoP inhibition – inhibitors of PhoP regulon expression, primary screen, Salmonella Typhimurium, GFP reporter (AID 1863); S. Typhimurium PhoP-regulated promoter GFP reporter, 4 h; higher % means a stronger effect; inhibition, % at 50 µM; hits with a dose series show IC50 in µM; 300,000 compounds, 0.16% hits;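 active = inhibition over 29.93%, a cutoff 3 SD above the screen mean, later confirmed by dose response; inconclusive = inhibition over 29.93% but no dose response follow-up; inactive = inhibition at most 29.93% or unconfirmed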;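 note: 0% = low Mg2+ inducing control and 100% = high Mg2+ repressing control; strong numbers were not always called active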
SIAH1 antagonists – Siah-1 peptide-binding antagonists, primary screen, biochemical, fluorescence polarization, rhodamine-plectin, uHTS (AID 1817); E3 ubiquitin-protein ligase SIAH1 (Homo sapiens); 290,000 compounds, 0.02% hits; one-dose displacement, % at 20 µM; IC50 in µM for titrated hits; Siah-1 / rhodamine-plectin peptide fluorescence polarization; higher % means a stronger effect;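 active = displacement of at least 50% at 20 µM, with a fluorescence ratio check between 0.3 and a set limit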;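 note: plate controls were Siah plus tracer with DMSO for no effect and tracer alone without Siah for full effect; strong numbers were not always called active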
Numbers without * were called inactive; i = inactive; u = inconclusive; x = not tested or not shown.

SMILES	ER stress rescue	P. falciparum M1AAP	human PMI inhibitors	Yfh1-off respiration	XIAP antagonists	West Nile antiviral	P. falciparum M17LAP	PhoP inhibition	SIAH1 antagonists
O=C(NNC(=S)NC1CC2C=CC1C2)c1ccncc1 (stereo unspecified)	x	1%	x	i	x	2.0%	1%	2%	-2%
OCC1(Cc2ccccc2)CCN(Cc2cnc(-c3cccc4ccccc34)nc2)CC1	0.6%	1%	5%	i	-4.7%	-1.1%	2%	-4%	4%
CCCCCN=Cc1c(C)[nH]n(-c2nc3ccccc3s2)c1=O	-3.4%	8%	9%	i	0.0%	-1.2%	3%	-7%	-1%
COc1ccc(S(=O)(=O)Nc2ccc(F)cc2)c(C)c1C	1.5%	4%	1%	i	-10%	-0.2%	-1%	-2%	-3%
Nc1ccccc1C(=O)NCCN1CCNC1=O	x	10%	x	i	x	0.9%	-10%	-9%	4%
Nc1ccc(S(=O)(=O)c2ccc(N)c(N)c2)cc1	-9.3%	0%	2%	i	-0.6%	-0.2%	7%	-7%	-4%
Cc1nc(SCc2cccc(F)c2)[nH]c(=O)c1C#N	-1.3%	4%	-4%	i	-3.1%	0.4%	-4%	-4%	5%
COc1ccc(NC2C=CS(=O)(=O)C2)c(OC)c1 (stereo unspecified)	-3.7%	2%	-29%	i	-2.9%	-0.6%	13%	17%	3%
Cc1ccc(NC(=O)COC(=O)CN2C(=O)NC3(CCCC3)C2=O)cc1S(=O)(=O)N(C)C	-0.3%	5%	-5%	i	-9.0%	0.7%	17%	-9%	0%
CSC(=NC#N)N1CCN(c2ccc([N+](=O)[O-])cc2)CC1	1.3%	9%	6%	i	-10%	-1.2%	6%	-5%	-10%
CN(C)S(=O)(=O)c1cccc(NC(=O)COC(=O)c2ccc(Br)o2)c1	-3.1%	8%	-4%	i	5.1%	0.4%	11%	11%	-6%
CCC[n+]1cn(/C(C(=S)Nc2cccc(Cl)c2C)=C(/[O-])c2ccc(OC)c(OC)c2)c2ccccc21	2.1%	10%	4%	i	-3.6%	-0.9%	6%	-11%	8%
CCC1(C)CC(CCN(Cc2ccco2)C(C)=O)(c2ccccc2)CCO1 (stereo unspecified)	4.5%	2%	0%	i	-7.1%	-0.9%	1%	-8%	6%
CCOc1ccc2[nH]cc(C(=O)O)c(=O)c2c1	-1.7%	-6%	13%	i	-5.4%	-0.1%	-7%	3%	11%
COC(=O)C(=CC(=CN(C)C)C=C(C(=O)OC)C(=O)OC)C(=O)OC	x	9%	x	i	x	0.1%	15%	-5%	5%
COc1ccc(NC(=O)C2CCCN(S(=O)(=O)c3cccc4nonc34)C2)c(OC)c1 (stereo unspecified)	-3.1%	5%	2%	i	-0.4%	-0.5%	-1%	-9%	-7%
N#CC1=C(N)N2C(=C(C#N)C1c1ccc(Br)cc1)Nc1ccccc12 (stereo unspecified)	3.7%	4%	-28%	i	-1.8%	1.7%	8%	-8%	32%
Cn1ncc(N)c1C(=O)Nc1cccc(C(F)(F)F)c1	5.6%	7%	4%	i	-4.7%	0.0%	1%	3%	4%
COc1ccc(C(=O)OC2CCN(C)CC2)cc1	-1.7%	-14%	-7%	i	-7.9%	-0.3%	2%	-1%	3%
Cc1ccc([N+](=O)[O-])cc1NC(=O)CN(C1CCCCC1)S(=O)(=O)c1ccc(Cl)cc1	-1.0%	-1%	12%	i	-7.8%	-0.7%	1%	2%	7%

In the list so far, 3 have fluorine:
SMILES	ER stress rescue	P. falciparum M1AAP	human PMI inhibitors	Yfh1-off respiration	XIAP antagonists	West Nile antiviral	P. falciparum M17LAP	PhoP inhibition	SIAH1 antagonists
COc1ccc(S(=O)(=O)Nc2ccc(F)cc2)c(C)c1C	1.5%	4%	1%	i	-10%	-0.2%	-1%	-2%	-3%
Cc1nc(SCc2cccc(F)c2)[nH]c(=O)c1C#N	-1.3%	4%	-4%	i	-3.1%	0.4%	-4%	-4%	5%
Cn1ncc(N)c1C(=O)Nc1cccc(C(F)(F)F)c1	5.6%	7%	4%	i	-4.7%	0.0%	1%	3%	4%

3 structures out of the list, ordered by number of heavy atoms, descending:
SMILES	ER stress rescue	P. falciparum M1AAP	human PMI inhibitors	Yfh1-off respiration	XIAP antagonists	West Nile antiviral	P. falciparum M17LAP	PhoP inhibition	SIAH1 antagonists
CN(C)S(=O)(=O)c1cccc(NC(=O)COC(=O)c2ccc(Br)o2)c1	-3.1%	8%	-4%	i	5.1%	0.4%	11%	11%	-6%
Cc1nc(SCc2cccc(F)c2)[nH]c(=O)c1C#N	-1.3%	4%	-4%	i	-3.1%	0.4%	-4%	-4%	5%
COc1ccc(NC2C=CS(=O)(=O)C2)c(OC)c1 (stereo unspecified)	-3.7%	2%	-29%	i	-2.9%	-0.6%	13%	17%	3%

Other compounds:
SMILES	ER stress rescue	P. falciparum M1AAP	human PMI inhibitors	Yfh1-off respiration	XIAP antagonists	West Nile antiviral	P. falciparum M17LAP	PhoP inhibition	SIAH1 antagonists
O=C1C(=O)c2ccccc2C(O)=C1c1cccc([N+](=O)[O-])c1	x	4%	x	i	x	1.0%	20%	0%	9%
CCn1c2ccccc2c2cc(/C=N/NC(=O)c3ccc(O)cc3)ccc21	-5.0%	9%	8%	i	-3.4%	-1.0%	-9%	4%	-4%
CN(C)Cc1ccc(O)c(CCc2ccccc2)n1	-1.1%	3%	-18%	i	-4.0%	1.2%	1%	-6%	9%
COC(=O)c1ccc(NC(=O)Cn2nc(-c3ccncc3)nc2SCC(=O)Nc2nccs2)cc1	2.2%	0%	6%	i	-0.5%	-0.5%	3%	-1%	-1%
CCn1c(SCC(N)=O)nc2c(c1=O)C1(CCCC1)Cc1ccccc1-2	-1.2%	13%	16%	i	-1.4%	0.2%	9%	9%	2%
CC(C)N1C(=O)S/C(=C/c2cccnc2)C1=O	-1.0%	9%	4%	i	-4.0%	-0.5%	19%	-5%	-2%
C=C1c2cc3c(cc2NC(=S)N1Cc1ccccc1)OCO3	x	6%	x	i	x	0.0%	-13%	-7%	-4%
Cc1cccc(C)c1N(CC(=O)N/N=C/c1cc(Br)c(C)o1)S(C)(=O)=O	-1.9%	4%	8%	i	-11%	-1.0%	7%	-14%	3%
O=c1cc(CO)oc(CN2CCN(c3cccc(C(F)(F)F)c3)CC2)c1O	-0.6%	-2%	-18%	i	-0.9%	-0.2%	9%	6%	-5%
COc1ccccc1CNC(=O)CS(=O)Cc1nc(-c2ccccc2C)oc1C (stereo unspecified)	-0.6%	10%	1%	i	-6.0%	-0.1%	16%	4%	3%
Nc1ccc(C(=O)OCC(=O)NC2CCS(=O)(=O)C2)cc1[N+](=O)[O-] (stereo unspecified)	x	1%	x	i	x	-0.1%	-2%	-7%	1%
Cc1ccc(-n2c(C)cc(/C=C3\NC(=O)NC3=O)c2C)c(C)c1	-2.3%	17%	37%	i	-6.7%	-0.6%	12%	-1%	-2%
Cc1ccccc1OCC(=O)OCC(=O)c1ccc(OC(=O)c2ccccc2)cc1	-1.6%	5%	2%	i	-1.2%	2.0%	-5%	7%	9%
Cc1nn(Cc2ccc(Cl)cc2Cl)c(Cl)c1/C=N/NC(=O)CNc1cccc(C(F)(F)F)c1	-1.3%	3%	13%	i	1.4%	u	-4%	-2%	17%
CCOC(=O)c1sc2ncnc(OC)c2c1C	-1.9%	1%	-1%	i	-13%	0.2%	-9%	17%	-4%
C[C@@]12CCC=C[C@H]1[C@H](c1ccc3ccccc3c1/C=C/c1ccccc1)N(Cc1ccccc1)C2=O	x	2%	x	i	x	u	5%	0%	-5%
COc1ccccc1CNC(=O)CN(Cc1ccc(Cl)cc1)S(C)(=O)=O	0.2%	1%	-2%	i	-2.9%	-0.6%	-6%	-8%	-3%
COc1ccc(CNCCC2(Cc3ccccc3)CC(C)N(C)CC2C)cc1OC (stereo unspecified)	-3.5%	-4%	6%	i	-1.8%	1.8%	-8%	-4%	-3%
O=C(CSCc1ccc(Cl)cc1)Nc1ccc2c(c1)OCO2	-1.5%	2%	5%	i	-3.7%	-0.1%	16%	2%	9%
Cc1cccc(-n2nc([N+](=O)[O-])c(N3CCN(C(=O)c4ccco4)CC3)[n+]2[O-])c1	-0.1%	-4%	15%	i	-6.3%	-0.5%	-7%	2%	-2%
O=C1CCC(C(=O)OCc2cc(=O)oc3ccc4ccccc4c23)=NN1	x	3%	x	i	x	0.1%	-8%	-12%	15%
Cn1c(CN2CCOCC2)nnc1SCc1ccccc1	-0.7%	1%	-6%	i	-1.9%	0.1%	-5%	-11%	4%
Cc1ccsc1/C=N/NC(=O)c1cccs1	0.6%	8%	6%	i	-3.9%	-0.1%	-3%	-12%	4%
CCn1cc(-c2cc(C(=O)O)on2)c(C)n1	0.1%	11%	-19%	i	-8.5%	0.1%	0%	-9%	7%
O=C(Nc1ccc(-c2nnc(-c3ccco3)o2)cc1)C(c1ccccc1)c1ccccc1	2.2%	8%	5%	i	-6.0%	-0.2%	2%	-13%	0%
COC(=O)c1sc(NC(=O)C(C)C)c(C(=O)OC)c1C	-0.7%	4%	1%	i	-6.0%	0.7%	-5%	0%	-2%
CCN(CC)C(=O)c1ccc2c(c1)nnn2C	0.1%	6%	-2%	i	-0.4%	0.3%	12%	-14%	-2%
O=C(Oc1ccccc1)N(c1ccccc1)c1ccccc1	x	5%	x	i	x	-1.5%	-2%	-4%	1%
Cc1cccc(Oc2cc(NC(=O)c3ccccc3)cc([N+](=O)[O-])c2)c1	-1.8%	5%	6%	i	-6.2%	u	1%	9%	-3%
Cc1ccnc(NC(c2ccccc2O)c2oc(CO)cc(=O)c2O)c1 (stereo unspecified)	-0.8%	11%	33%	i	-3.3%	0.1%	25%	6%	-3%
Cc1cccc(NC(=O)C(=O)NCc2ccc3c(c2)OCO3)c1C	1.1%	0%	13%	i	-6.1%	-0.3%	1%	-7%	-4%
Cc1ccc2oc(=O)cc(CN3CCOCC3)c2c1	1.5%	3%	-3%	i	-4.2%	0.1%	10%	-11%	3%
O=C(CCS(=O)(=O)c1ccccc1)Nc1ccccc1F	-1.8%	4%	-6%	i	-4.5%	0.6%	-4%	1%	0%
CCN(C(=O)CSc1nc2nc(C)cc(C)n2n1)c1cccc(C)c1	0.0%	4%	-6%	i	-4.5%	x	-3%	23%	-2%
COc1ccc(CNC(=O)C(c2ccncc2)N(C(=O)Cc2cccs2)c2ccccc2)cc1 (stereo unspecified)	0.8%	2%	2%	i	0.4%	-1.1%	4%	-9%	1%
